K1F lysis inhibition = protection from phage-mediated lysis, alamar blue read-out – E. coli UTI89, K1F phage, bacterial capsule biogenesis inhibitors (AID 488966); inhibition, % at 100 µM, or IC50 in µM where a hit was titrated; actives 0.02% (n = 340,000); E. coli UTI89 K1F phage lysis, alamar blue, 2 h; higher % means a stronger effect;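 active = phage lysis inhibition, versus mean bacterial control, above a set limit; inconclusive = no clear call, values can overlap the other calls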;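 note: capsule biogenesis inhibitors block K1F phage lysis so surviving cells raise fluorescence; higher fluorescence means more inhibition of phage lysis; actives were called in the ten point dose series up to 300 µM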
CSM14.1 death rescue = protection against thapsigargin-triggered cell killing – 384-well, CSM14.1, ATP luminescence, primary screen (AID 1222); CSM14.1 thapsigargin-induced death rescue, ATP luminescence; higher % means a stronger effect; cellular ATP content (survival), % at 20 µM, or EC50 in µM where a hit was titrated; 190,000 tested, under 10 active;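 active = EC50 below 50 µM in the dose-response confirmation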;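 note: death triggered by thapsigargin at about 15 µM added after 2 h compound pretreatment; cell ATP read after overnight thapsigargin exposure of roughly 18 to 22 hours; normalized against plate controls of thapsigargin alone and 5% DMSO vehicle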
West Nile antiviral = inhibition of WNV-induced cytopathic effect – cell-based, CPE readout (AID 1621); West Nile virus-infected cells, CPE inhibition; higher % means a stronger effect; CPE inhibition, % at 10 µM; hits with a dose series show IC50 in µM; actives 0.02% (n = 290,000); in the data active = a potency from the dose series; inconclusive = CPE inhibition mostly from about 3.7% at the one dose, without a potency; inactive = the rest, 99 in 100 with CPE inhibition below about 2.2%; note: strong numbers were not always called active
RSV antiviral HEp-2 = inhibition of RSV-induced cytopathic effect – HEp-2 cells, primary 10 µM value included (AID 2391); HEp-2 cells, RSV-induced CPE inhibition; higher % means a stronger effect; CPE inhibition, % at 10 µM; hits with a dose series show IC50 in µM; actives 0.13% (n = 310,000); in the data active = a potency from the dose series; inconclusive = CPE inhibition mostly from about 23% at the one dose, without a potency; inactive = the rest, 99 in 100 with CPE inhibition below about 21%; note: strong numbers were not always called active
Yfh1-off respiration = mitochondrial function rescue without frataxin homolog – Friedreich's ataxia, plus single-dose screen, dose response (AID 1465). S. cerevisiae Yfh1-off respiration, WST-1 reduction, 72 h; higher fold induction means a stronger effect. one-dose fold induction at 50 µM; EC50 in µM for titrated hits. actives 0.074% (n = 220,000);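 active = fold induction of absorbance versus untreated yeast above a set limit, then at least 30% activation at any dose in follow-up; inconclusive = repeats straddling the limit, or above it without dose testing; inactive = fold induction below the set limit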;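 note: activators that raise dye reduction in frataxin-depleted yeast; strong numbers were not always called active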
NS5 inhibitors = Dengue-2 NS5 methyltransferase inhibitors, primary screen, biochemical, confirmation dose response (AID 588689); Dengue-2 NS5 methyltransferase capping enzyme assay, biochemical; higher % means a stronger effect; actives 0.3% (n = 340,000); one-dose inhibition, % at 25 µM; IC50 in µM for titrated hits; in the data active = a potency from the dose series; inconclusive = inhibition above about 29% without an active follow-up result
WT yeast gro inh = growth inhibition of WT yeast, mitochondrial fusion screen; mitochondrial fusion phenotypic screen, WT strain; inhibition, % at 10 µM; actives 2.1% (n = 190,000); AID 1362; in the data active = inhibition above about 58%; tested in S. cerevisiae
Large T inhibition = SV40 large T antigen inhibitors, biochemical (AID 1903). actives 0.39% (n = 310,000). one-dose inhibition, % at 20 µM; IC50 in µM for titrated hits. SV40 large T antigen ATPase/helicase inhibition assay; higher % means a stronger effect; in the data active = a potency from the dose series; inconclusive = inhibition mostly from about 32% at the one dose, without a potency; inactive = the rest, 99 in 100 with inhibition below about 32%; note: strong numbers were not always called active
XIAP displacement = small molecules displacing peptide from XIAP – biochemical, IAP family, fluorescence polarization (AID 1018) | XIAP BIR domain, fluorescence polarization peptide displacement; higher % means a stronger effect | displacement, % at 20 µM; hits with a dose series show IC50 in µM | actives 0.007% (n = 200,000); in the data active = displacement above about 50%; note: a part of the inactive calls stands beside numbers as strong as those of hits
WT yeast gro inh mutant strain = recorded beside WT yeast gro inh, whose call it bears; inhibition, %; mitochondrial fusion phenotypic screen, mutant strain inhibition
Starred values were filed as active, the others as inactive; i = inactive; ? = inconclusive; . = no result given; [ ] = dose if it differs, or a comment. The order is random (roughly 2.2% active in at least one column).

SMILES	K1F lysis inhibition	CSM14.1 death rescue	West Nile antiviral	RSV antiviral HEp-2	Yfh1-off respiration	NS5 inhibitors	WT yeast gro inh	WT yeast gro inh mutant strain	Large T inhibition	XIAP displacement
CCOc1cc(C(=O)NCCCNC(=O)c2cc(OCC)c(OCC)c(OCC)c2)cc(OCC)c1OCC	-2.0%	.	.	4.2%	.	-1.5%	.	.	6.6%	.
Nc1cc2c(cc1[N+](=O)[O-])OCO2	0.3%	-0.3%	-0.2%	0.8%	i	-3.6%	8.8	7.0	8.3%	2.0%
CCOC1OC(=O)C(Cl)=C1Nc1cc(C)ccc1C (stereo unspecified)	-0.2%	1.2%	-0.5%	32.5%	i	-5.9%	-3.1	7.4	-1.5%	-4.8%
Cc1ccc(-n2nc3c(=O)n(C(C)C(=O)NC4CC4)nc(C)c3c2C)cc1 (stereo unspecified)	3.0%	.	0.9%	0.4%	.	-6.1%	.	.	5.8%	.
COc1ccccc1S(=O)(=O)Cc1ccc(C(=O)NC(C)c2ccc3c(c2)OCCO3)o1 (stereo unspecified)	2.2%	-0.2%	0.1%	6.9%	i	3.3%	-9.8	-4.8	17.1%	-3.1%
COc1ccc(C(=O)NCCS(=O)(=O)NCc2ccccc2)cc1	0.4%[50 µM]	.	.	-1.8%	.	-5.1%	.	.	21.5%	.
O=[N+]([O-])c1ccc2c(c1Nc1ccccc1Cl)=NC1(CCCCC1)N=2	.	.	0.6%	1.0%	i	.	.	.	14.5%	.
CC(C)Sc1nc(N)c2c3c(sc2n1)CN(C)CC3	0.0%	-2.1%	.	-2.7%	.	-8.8%	9.6	4.9	-1.9%	-5.5%
CCOC(=O)c1[nH]c2ccc(Br)cc2c1NC(=O)CCN1CCCC(C)(C)C1	10.8%[50 µM]	-5.0%	-1.0%	1.9%	i	-5.2%	-5.8	-3.0	2.0%	-3.2%
CS(=O)(=O)N(CC(=O)N1CCCCC1)c1ccc2c(c1)OCO2	0.8%	-2.0%	0.2%	1.0%	i	1.4%	12.0	4.2	9.8%	-5.4%
O=[N+]([O-])c1cccc(C(=S)N2CCN(c3ccccc3F)CC2)c1	-1.5%	-0.8%	-0.8%	6.5%	i	-0.7%	44.3	18.3	-1.6%	-4.5%
CCCCC(=O)Nc1ccc(C(=O)NNC(=S)NC(=O)c2ccco2)cc1	0.0%	3.7%	-0.6%	-1.6%	i	9.4%	-24.8	-19.3	14.4%	-1.6%
O=C(Nc1ccn(-c2ccccc2)n1)c1ccc(Cl)cc1	3.5%	0.0%	-0.4%	1.9%	i	0.4%	21.5	-1.4	2.3%	0.0%
Cc1nn(-c2ccccc2)c(N2CCCC2)c1/C=N/NC(=O)c1cc2ccccc2cc1O	7.3%	-3.0%	1.4%	2.1%	i	-13.2%	14.5	-7.2	0.5%	-2.9%
O=C(NCc1ccccn1)C1CCC(=O)N1C1CCCC1 (stereo unspecified)	0.4%	.	1.2%	0.7%	i	2.1%	14.6	4.1	.	.
Cc1ccc2c(c1)[nH]c1c(=O)n(Cc3ccccn3)cnc12	0.5%	-1.2%	0.1%	2.2%	i	-7.6%	17.4	25.6	21.1%	2.2%
O=C(O)CCC(=O)Nc1ccc(F)cc1	0.2%	1.2%	0.3%	1.5%	i	-3.9%	.	.	12.5%	0.1%
CN(c1ccccc1C(=O)Nc1ccc(S(=O)(=O)N2CCCC2)cc1)S(C)(=O)=O	-0.2%	0.0%	0.1%	1.6%	i	1.4%	-4.2	-1.0	7.0%	-2.0%
O=C(c1ccc(N2CCN(S(=O)(=O)c3ccccc3)CC2)c([N+](=O)[O-])c1)N1CCOCC1	-1.4%	0.9%	-1.3%	2.0%	i	5.5%	-6.2	-9.9	-0.5%	-3.8%
COc1cccc(OCC(O)CN2CCN(C)CC2)c1 (stereo unspecified)	0.1%	.	0.6%	5.2%	.	2.0%	.	.	11.2%	.
CCN1CC(CN(C)Cc2nc(-c3ccc(C(F)(F)F)cc3)no2)CC1=O (stereo unspecified)	0.1%	0.2%	-1.3%	2.3%	i	-1.7%	5.1	7.6	17.0%	-7.3%
CCOc1ccc(C2C(C(=O)c3ccco3)=C(O)C(=O)N2Cc2cccnc2)cc1 (stereo unspecified)	0.0%	-0.8%	0.2%	1.6%	i	-4.7%	0.3	1.8	-2.7%	-0.7%
O=C(c1ccc(F)cc1)n1ccc(-c2cnc(-c3ccccc3)s2)n1	6.6%	-2.0%	0.2%	?	i	2.1%	-24.4	-30.5	4.2%	-5.0%
COCCCNC(=O)C1CC(=O)N(C2CCCC2)C1 (stereo unspecified)	0.1%	-1.0%	0.1%	2.5%	i	-1.4%	-17.1	-8.4	-2.8%	-5.4%
Cc1cc(C)nc(NC2=NCCN2C(=S)Nc2ccc(C)c(C)c2)n1	0.0%	.	-0.5%	1.1%	i	0.0%	.	.	6.1%	.

Ordered by the number under NS5 inhibitors (high to low): three from the list above.
| compound | NS5 inhibitors |
| --- | --- |
| O=[N+]([O-])c1cccc(C(=S)N2CCN(c3ccccc3F)CC2)c1 | -0.7% |
| Nc1cc2c(cc1[N+](=O)[O-])OCO2 | -3.6% |
| Cc1nn(-c2ccccc2)c(N2CCCC2)c1/C=N/NC(=O)c1cc2ccccc2cc1O | -13.2% |

The results go on.
SMILES	K1F lysis inhibition	CSM14.1 death rescue	West Nile antiviral	RSV antiviral HEp-2	Yfh1-off respiration	NS5 inhibitors	WT yeast gro inh	WT yeast gro inh mutant strain	Large T inhibition	XIAP displacement
C(=N\c1c(-c2ccccc2)nc2n1CCS2)/c1ccccc1	0.7%	1.0%	1.3%	1.5%	i	2.3%	13.7	19.7	6.0%	5.1%
Cc1ccc(S(=O)(=O)CCC(=O)Nc2ccc(S(=O)(=O)N(C)C)cc2)cc1	.	0.7%	-1.0%	1.9%	i	.	14.3	-2.0	20.7%	-3.7%
Cn1c(SCC(=O)N2CCCC2)nnc1-c1cccs1	0.6%	.	0.1%	1.4%	.	-10.7%	.	.	1.9%	.
O=C(c1ccc2snnc2c1)N1CCN(c2ccccn2)CC1	0.5%	1.6%	0.2%	-0.2%	i	-0.6%	3.8	3.5	2.0%	-3.1%
Cc1ccc(CNS(=O)(=O)c2ccc3c(c2)CCN3C(=O)CCCC(=O)O)cc1	0.1%	-4.3%	1.3%	3.1%	i	-3.6%	9.4	-4.7	2.0%	-0.8%
CC1CCN(c2nc3ccccc3n2CC(=O)c2ccccc2)CC1	0.7%	-0.9%	-0.9%	3.0%	i	-5.4%	33.4	18.9	-1.8%	-5.3%
Cc1ccc(NC2c3ncccc3C(=O)N2Cc2ccc(F)cc2)cc1 (stereo unspecified)	-1.1%	1.3%	-0.7%	25.2%	i	-5.7%	7.2	12.8	16.1%	-0.4%
CCc1ccc(S(=O)(=O)c2nnn3c2nc(NCCNC(C)=O)c2ccccc23)cc1	0.1%	-0.5%	0.1%	3.2%	i	-0.9%	9.1	15.4	-4.4%	-8.5%
CCOc1ccc(-c2nnn(CC(=O)Nc3cc(OC)cc(OC)c3)n2)cc1OCC	0.2%	2.2%	?	1.4%	i	-4.2%	-10.8	-7.3	13.2%	0.0%
O=C(N/N=C/C(Br)=C/c1ccccc1)c1ccncc1	-1.9%	.	-0.7%	11.5%	i	1.5%	.	.	-3.2%	.
COC(=O)c1cc(OC)c(OC)cc1NC(=O)CCNC(=O)c1ccco1	0.8%	.	0.0%	0.4%	.	0.0%	.	.	10.4%	.
CCOC(=O)/C(O)=C(\C#N)c1nc2ccccc2[nH]1	0.3%	0.6%	-0.5%	2.9%	i	-15.9%	-3.3	4.7	11.2%	-2.7%
CCOc1ncccc1C(=O)NNC(=O)c1ccc(NS(=O)(=O)c2cccs2)cc1	0.8%[50 µM]	.	.	1.9%	.	3.6%	.	.	17.7%	.
Cc1nc2ccc(NC(=O)NCCO)cc2s1	0.4%	-3.0%	0.4%	3.8%	i	5.5%	18.6	0.9	11.3%	-6.5%
Cc1cc(NC(=O)c2cc(-c3cccs3)on2)nn1Cc1ccc(Cl)cc1	-1.1%	-1.3%	.	-1.5%	.	-6.5%	4.3	-13.2	1.1%	-5.2%
CCOC(=O)CCCCCNC(=O)c1ccc(F)cc1F	0.0%	.	-0.1%	0.1%	i	-3.4%	.	.	5.6%	.
O=C1Nc2ncccc2OC1CCO (stereo unspecified)	1.9%	3.4%	0.5%	1.5%	i	-2.0%	-22.7	-17.8	8.5%	-3.9%
O=C(CN1C(=O)C2CCc3[nH]c4ccccc4c3C2C1=O)N1CCCC1 (stereo unspecified)	0.8%	-2.0%	-0.2%	.	i	4.2%	18.7	-3.8	3.0%	-3.0%
CCCCn1c(N)c(N(CCOC)C(=O)CSc2nnc(-c3ccc(C(C)(C)C)cc3)n2N)c(=O)[nH]c1=O	0.1%[50 µM]	.	.	-1.0%	.	2.2%	.	.	11.6%	.
C=CCn1c(CNC(=O)CCC)nc2ccccc21	2.8%	.	1.0%	0.0%	i	-2.1%	.	.	.	.
COC(=O)C(Cc1c[nH]c2ccccc12)NC(=O)c1cncc(Br)c1 (stereo unspecified)	0.2%	.	0.0%	0.7%	.	0.0%	.	.	5.6%	.
Cc1ccc(C(=O)CNc2ccc(Br)cc2)cc1	0.1%	1.6%	-0.3%	2.0%	i	-3.2%	-7.4	36.1	0.5%	-3.6%
COc1ccc(-c2nnc(NC(=O)C3CCCN3S(=O)(=O)c3cccs3)o2)cc1 (stereo unspecified)	0.7%[50 µM]	.	.	-2.1%	.	1.4%	.	.	23.0%	.
COc1ccc(/C=C/C(=O)c2c(O)ccc3c(C)cc(=O)oc23)cc1	1.7%	2.0%	-0.6%	?	i	17.9%	-2.2	2.9	0.0%	-3.5%
Cc1ccc(C(C)NC(=S)NCc2ccc(F)cc2)c(C)c1 (stereo unspecified)	-1.5%[50 µM]	.	-0.3%	3.6%	.	-4.5%	.	.	6.2%	.

Next part:
SMILES	K1F lysis inhibition	CSM14.1 death rescue	West Nile antiviral	RSV antiviral HEp-2	Yfh1-off respiration	NS5 inhibitors	WT yeast gro inh	WT yeast gro inh mutant strain	Large T inhibition	XIAP displacement
CCn1c(C)[n+](CC)c2ccc(S(=O)(=O)NC)cc21	0.3%	-1.5%	0.0%	-1.7%	i	.	-6.2	10.3	2.7%	-3.7%
O=c1c2cc(NC(=S)NC3CCCCC3)ccc2nc2n1CCCCC2	0.0%	-0.8%	-2.2%	20.8%	i	-2.3%	-6.5	9.2	26.5%	-4.3%
CCn1c(SCC(=O)Nc2nc3ccc(C)cc3s2)nc2c(c1=O)SC(C)C2 (stereo unspecified)	0.5%[50 µM]	21.5%	0.2%	21.5%	i	0.0%	29.5	16.6	25.2%	-18.4%
CCN1CCN(C(C)C(=O)Nc2c(C)n(C)n(-c3ccccc3)c2=O)CC1 (stereo unspecified)	2.4%	-1.7%	0.0%	2.4%	i	0.0%	4.7	8.4	1.6%	-2.3%
CCCOc1ccc(-c2c(C(=O)N/N=C/c3ccccc3OCC)nnn2-c2nonc2N)cc1	-0.3%	.	?	2.1%	.	-10.8%	.	.	16.0%	.
